# IDH1 R132H inh: human IDH1 R132H inhibition | O75874 | IDH1-R132H enzyme, NADPH consumption, diaphorase/resazurin fluorescence | Potency, µM (series often up to 76.6 µM), without a hit: top-dose activity change, negative = inhibition, hits mostly inhibitors | 390,000 tested, 0.093% active; further: potency means the concentration at half of the fitted maximal effect; on the % scale 0 is the no-effect control and ±100 the full control effect; nearly all actives have a fitted effect of over 65% in size
#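 IDH1-R132H (0.5 ug/mL) preincubated 30 min with compound, then NADPH (0.016 mM) and alpha-KG (2 mM) added; 80 min at RT, pH 7.5. Remaining NADPH coupled via diaphorase/resazurin to fluorescence (540/590 nm); concentration-response curves normalized to no-enzyme control.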
# TrxR1 substrate: substrates of rat thioredoxin reductase 1; O89049; purified TrxR1 substrate turnover, NADPH consumption readout; Potency, µM (titrated, usually from 114 µM), for inactives: at the top dose activity change, negative = substrate turnover; 390,000 tested, 0.01% active; AID 588456; further: potency means the concentration at half of the fitted maximal effect; on the % scale 0 is the no-effect control and ±100 the full control effect; nearly all actives have a fitted effect of over 50% in size
#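 Rat TrxR1, dispensed at 90 nM, was prereduced with 400 uM NADPH (final) for 5 min at ~22 deg C, then incubated with compound 15 min before 400 uM selenite. A first-read NADPH fluorescence drop versus no-compound background flagged substrates.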
# Pin1 inhibitor: inhibitors of human Pin1; AID 504891; 390,000 tested, 0.009% active; Potency, µM (top dose mostly 115 µM), for inactives: at the highest dose activity, negative = inhibition, usual class: inhibitors; Q13526; Pin1 FP peptide displacement, HiFluor488, 10 min; active means well fitted inhibition curve with a large enough effect in the polarisation, with a control signal flat, not every such curve was filed as active; inconclusive means small, poorly fitted or top-dose-only effect, or effect the other way, or a change in a side signal; inactive means no such curve, though single readings can be large or run the other way; the % refers to the polarisation; further: potency means the concentration at half of the fitted maximal effect; on the % scale 0 is the no-effect control and ±100 the full control effect
# PI4K2A block: inhibitors of human PI4K2A. Q9BTU6. purified PI4K2A, ADP-Glo luminescence, 1 h; active compounds read low. activity change, negative = inhibition, % at 76.9 µM. 420,000 tested, 0.13% active; in the data active means activity change below about -50%; inconclusive means mostly about -30% to -49%;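 further: -100% = wells without enzyme as full effect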
# Target sequence (Q9BTU6 whole entry, looked up): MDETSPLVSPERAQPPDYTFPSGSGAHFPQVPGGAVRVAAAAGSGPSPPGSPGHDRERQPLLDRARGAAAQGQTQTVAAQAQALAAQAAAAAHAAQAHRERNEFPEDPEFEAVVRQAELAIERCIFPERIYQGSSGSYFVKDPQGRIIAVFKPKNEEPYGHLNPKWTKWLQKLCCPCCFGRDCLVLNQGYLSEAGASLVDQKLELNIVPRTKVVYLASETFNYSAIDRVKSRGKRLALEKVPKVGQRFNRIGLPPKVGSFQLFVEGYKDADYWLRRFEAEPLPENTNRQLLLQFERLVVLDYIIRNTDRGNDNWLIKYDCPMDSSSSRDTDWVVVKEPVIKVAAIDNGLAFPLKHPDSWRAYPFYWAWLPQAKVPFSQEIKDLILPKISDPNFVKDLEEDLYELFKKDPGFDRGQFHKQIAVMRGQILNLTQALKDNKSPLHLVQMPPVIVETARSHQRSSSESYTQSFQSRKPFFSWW
#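 Compounds are screened against recombinant PI4K2A using PI as substrate and ATP, the latter dispensed at 300 microM. Reactions run one hour at ambient temperature before ADP-Glo detection; full inhibition defined by wells lacking enzyme.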
# GLS inh: glutaminase GLS (human) inhibition | O94925 | GLS enzymatic activity, qHTS titration | Potency, µM (titrated, usually from 45.5 µM), for the others: at the highest dose activity change, negative = inhibition, actives largely listed as inhibitors | 410,000 tested, 0.21% active; further: potency means the concentration at half of the fitted maximal effect; on the % scale 0 is the no-effect control and ±100 the full control effect
#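 Assay buffer: 45 mM KH2PO4 pH 8.2, 0.02% Tween-20. hKGA acts on L-glutamine (1 mM solution added); product glutamate is reported by an oxidase/peroxidase Amplex Red coupling, with fluorescence taken at baseline and 30 min.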
# HP1b chromo inh: inhibitors of HP1-beta chromodomain binding to methylated histone tails; P83916; AlphaScreen HP1-beta / biotin-H3K9me3 peptide binding; Potency, µM (series often up to 114 µM), for the others: at the top dose activity change, negative = inhibition, hits mostly inhibitors; 390,000 tested, 0.56% active; AID 540317; further: potency means the concentration at half of the fitted maximal effect; nearly all actives have a fitted effect of over 70% in size; inactives centre near 23
# Target sequence (P83916 whole entry, looked up): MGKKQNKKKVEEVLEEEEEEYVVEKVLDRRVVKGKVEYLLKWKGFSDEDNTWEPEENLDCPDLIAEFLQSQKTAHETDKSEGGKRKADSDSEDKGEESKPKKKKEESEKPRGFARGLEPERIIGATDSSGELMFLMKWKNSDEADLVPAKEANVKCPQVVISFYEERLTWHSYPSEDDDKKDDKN
#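 AlphaScreen: HP1-beta (50 nM) preformed 30 min with biotin-H3(1-18)K9me3 peptide (50 nM) in PBS pH 7.4, 0.01% Tween-20. Compound added for 30 min at RT, then streptavidin donor/nickel chelate acceptor beads (10 ug/mL) for 30 min.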
# TrxR1 inh: rat TrxR1 inhibition. O89049. recombinant rTrxR1, NADPH fluorescence consumption, selenite substrate. Potency, µM (highest dose often 114 µM), for the others: top-dose activity change, negative = inhibition, usual class: inhibitors. 390,000 tested, 1% active. AID 588453; further: potency means the concentration at half of the fitted maximal effect; on the % scale 0 is the no-effect control and ±100 the full control effect; nearly all actives have a fitted effect of over 65% in size
#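 Rat TrxR1 (90 nM in the dispensed reagent) was pre-reduced with 400 uM NADPH for 5 min at room temperature, then incubated with compound for 15 min. After 400 uM selenite was added, NADPH fluorescence (Ex 340/Em 450 nm) was followed for 8 min.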
# Tb PGK inh: inhibitors of T. brucei phosphoglycerate kinase; Potency, µM (doses to about 57.5 µM), for the others: top-dose activity change, negative = inhibition, most hits filed as inhibitors; 380,000 tested, 0.043% active; AID 602233; PGK/GAPDH coupled, Kinase-Glo luminescence, 60 min; further: potency means the concentration at half of the fitted maximal effect; on the % scale 0 is the no-effect control and ±100 the full control effect; nearly all actives have a fitted effect of over 60% in size
# Target sequence (P07378 whole entry, looked up): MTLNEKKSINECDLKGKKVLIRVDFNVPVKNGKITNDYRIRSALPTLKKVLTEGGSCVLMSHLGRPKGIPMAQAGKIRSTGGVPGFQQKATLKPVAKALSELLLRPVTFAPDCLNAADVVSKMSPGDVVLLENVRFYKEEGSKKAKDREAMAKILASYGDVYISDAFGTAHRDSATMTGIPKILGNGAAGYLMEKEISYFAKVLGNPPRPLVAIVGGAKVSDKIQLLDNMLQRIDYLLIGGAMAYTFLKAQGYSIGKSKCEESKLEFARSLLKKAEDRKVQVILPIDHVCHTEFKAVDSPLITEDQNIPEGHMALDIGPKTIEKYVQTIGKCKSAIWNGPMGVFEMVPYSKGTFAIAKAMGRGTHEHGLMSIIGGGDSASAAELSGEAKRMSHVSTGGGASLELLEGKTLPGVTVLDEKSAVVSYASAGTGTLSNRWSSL
#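 Recombinant glycosomal PGK reaction used 1,3-bisphosphoglycerate generated in-well by GAPDH (100nM final) in 100mM TEA pH 7.6, 5mM MgCl2, 0.01% Tween-20. After 60 minutes at room temperature, ATP was read by Kinase-Glo Plus luminescence end-point.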
# USP1-UAF1 inh: USP1/UAF1 (human) deubiquitinase inhibition. O94782. recombinant USP1/UAF1, Ub-Rhodamine cleavage fluorescence. Potency, µM (titrated, usually from 57.1 µM), without a hit: at the top dose activity change, negative = inhibition, usual class: inhibitors. 390,000 tested, 0.23% active. AID 743255; further: potency means the concentration at half of the fitted maximal effect; on the % scale 0 is the no-effect control and ±100 the full control effect; nearly all actives have a fitted effect of over 60% in size; inactives centre near -12
#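 USP1/UAF1 complex (1 nM) preincubated 15 min at room temperature with compound, then Ub-Rho substrate (150 nM final) added. Kinetic fluorescence at 480/540 nm over 6 reads at 60 s intervals; 50 mM HEPES pH 7.8, 0.5 mM EDTA, 0.1 mg/ml BSA, 1 mM TCEP, 0.01% Tween-20.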
# An asterisk follows results filed as active; i = inactive; ? = inconclusive; · = not tested or not shown; [ ] = remark or other dose. Unless noted, the call rests on the fitted dose curve; in most records, active means well fitted curve in the direction sought with a large enough effect; inconclusive means small, poorly fitted or top-dose-only effect, or another doubt; inactive means no such curve, though single readings can be large; an effect the other way counts as inactive or inconclusive. Not all compounds are listed; count on the stated rates, not on these rows.
SMILES,IDH1 R132H inh,TrxR1 substrate,Pin1 inhibitor,PI4K2A block,GLS inh,HP1b chromo inh,TrxR1 inh,Tb PGK inh,USP1-UAF1 inh
CCOc1ccc(CNc2nnnn2C)cc1OC,2%,8%[57.1 µM],0%,0,0%,39%[activator],20%[57.1 µM],-6%,-5%
CCOC(=O)Cc1csc(NC(=O)c2ccc(Cl)s2)n1,2%,-1%,0%,-4,-2%,58%[activator],13%,-8%,-22%
COc1ccc(Cl)cc1NC(=O)Cn1c(=O)n(Cc2ccco2)c(=O)c2ccc(C(=O)NC3CCCC3)cc21,0%,8%,28%,-2,-3%,23%,19%,6%,-34%
Cc1ccc(C)c(N2CCN(CCCNC(=O)Cn3ncc4c([nH]c5ccccc54)c3=O)CC2)c1,-8%,6%,1%,-3,7%,-22%,27%,-7%,-16%
COc1ccc(C(=O)NCCc2nnc3ccc(SCC(=O)NCc4ccc(F)cc4)nn23)cc1,-9%,-4%,10%,2,11%,17%,0%,-3%,-3%
CCN(CC(=O)Nc1ccc(OC)cc1)C(=O)CSCC(=O)Nc1cc(C)on1,4%,-5%,-1%,-6,6%,39%,-1%,4%,5%
COc1ccc(CCNc2oc(COc3ccc(F)cc3)nc2C#N)cc1,6%,-11%,-28%,6,2%,-19%,6%[57.1 µM],-1%,-22%
COc1ccc(OCCCC(=O)N2CCCc3ccccc32)cc1,3%,2%,-6%,1,1%,16%,-3%,-1%,-19%
O=C(CCCc1nc2ccccc2s1)NCc1ccccc1,3%,-4%,-6%,-4,5%,28%,-5%,i,-18%
C[C@@H]1Cn2cnc(C(=O)N[C@@H](C)C(=O)OC(C)(C)C)c2C(=O)N1,0%,·,·,1,-5%,·,·,-2%,-20%

# Reprinted at random: two compounds from above.
SMILES,IDH1 R132H inh,TrxR1 substrate,Pin1 inhibitor,PI4K2A block,GLS inh,HP1b chromo inh,TrxR1 inh,Tb PGK inh,USP1-UAF1 inh
COc1ccc(CCNc2oc(COc3ccc(F)cc3)nc2C#N)cc1,6%,-11%,-28%,6,2%,-19%,6%[57.1 µM],-1%,-22%
O=C(CCCc1nc2ccccc2s1)NCc1ccccc1,3%,-4%,-6%,-4,5%,28%,-5%,i,-18%

# Continued:
SMILES,IDH1 R132H inh,TrxR1 substrate,Pin1 inhibitor,PI4K2A block,GLS inh,HP1b chromo inh,TrxR1 inh,Tb PGK inh,USP1-UAF1 inh
Cc1ccc(C(=O)NCC(=O)OCC(=O)NCCNC(=O)COC(=O)CNC(=O)c2ccc(C)cc2)cc1,7%,4%,1%,-6,-8%,44%[activator],7%,i,-16%
O=C(/C=C/c1ccc(S(=O)(=O)N2CCOCC2)cc1)N1CCN(c2ccccc2)CC1,-4%,-8%,-8%,-6,13%,6%,12%,-1%,7%
Cc1ccc(Cn2c(C)c3cnn(CC(=O)NCc4ccccn4)c(=O)c3c2C)cc1,1%,5%[57.1 µM],-3%,-4,-4%,34%,-1%[57.1 µM],i,-12%
COCCNc1nnc(Cc2ccc(OC)c(OC)c2)c(=O)[nH]1,-4%,-6%,-10%,3,-17%,31%,4%,3%,-8%
CCOc1ccccc1NC(=O)c1ccc(NC(=O)C2CCCO2)cc1 (centres undefined),-3%,8%[57.1 µM],-1%,2,15%,-3%,30%[57.1 µM],i,0%
Nc1n[nH]c(-c2ccccc2)c1-c1ccccc1,4%,23%,-7%,-2,21%,7%,33%,-10%,-17%
Cc1c(C(=O)N(Cc2ccc(F)cc2)C2CCS(=O)(=O)C2)oc2ccccc12 (centres undefined),-9%,-6%,-10%,-4,-5%,56%[activator],6%,-9%,-27%
COc1ccc(OCc2cccc(C(=O)N3CCCC3)c2)cc1,0%,-5%,-3%,6,3%,30%,1%,0%,-20%
COc1ccc(/C=N\NC(=O)CNC(=O)C2COc3ccccc3O2)cc1[N+](=O)[O-] (centres undefined),-8%,-3%,?,3,-6%,13%[57 µM],3%,4%,-10%
CC(OC(=O)c1nc(-c2ccccc2)n(-c2ccccc2)n1)C(=O)Nc1cc(Cl)cc(Cl)c1 (centres undefined),-9%,-17%,25%,3,-1%,9%,-11%,i,-8%
COCc1cc(C)nc2sc(C(=O)Nc3ccccc3C)c(N)c12,10%,2%[57.1 µM],-3%,1,-7%,118%[activator],-13%[57.1 µM],-7%,-12%
CCOc1ccc(NC(=O)c2ccc(CN3CCc4ccccc4C3)cc2)cc1,15%,9%,13%,5,-8%,22%,24%,-5%,-23%
CCOC(=O)CCCCCC(=O)Nc1ccc2c(c1)C(=O)N([C@H](C)CO)C[C@H](C)[C@@H](CN(C)C(=O)Nc1ccc(OC)cc1)O2,4%,-10%[57.1 µM],1%,-1,6%,48%[activator],-30%,-7%,-27%
Cc1cc(C)c(OCC(=O)N(Cc2ccco2)Cc2ccco2)c(C)c1,-11%,3%,1%,2,-3%,22%,20%,-6%,-17%
CCN1C(C#N)=C(C#N)N=C(C)CC1(C)C,-6%,0%,1%,4,1%,23%,11%,-1%,-24%
CCOc1ccc(NC(=O)c2oc3ccccc3c2NC(=O)c2cc3ccccc3o2)cc1,-1%,1%,-12%,13,6%,56%[activator],5%,1%,?
COc1ccc(C(=O)Nc2nc(-c3nnn(-c4cc(OC)ccc4OC)c3C)ns2)cc1,-2%,-3%[57.1 µM],31%[activator],-7,-8%,28%,2%[57.1 µM],0%,-9%
COc1ccc(OC)c(-c2nc(C)sc2CC(=O)O)c1,3%,8%,4%,-1,5%,17%,13%,·,0%
Cc1cccc(C)c1NC(=O)CN(C)C(=O)c1ccc(-n2cncn2)c([N+](=O)[O-])c1,-4%,-6%,2%,1,-3%,25%,7%,-7%,4%
COc1cccc(OCc2nc(-c3ccc(Br)o3)no2)c1,9%,10%[57.1 µM],-2%,1,-2%,10%,38%[activator][57.1 µM],2%,?
COc1ccccc1C(=O)Nc1c2c(nn1-c1ccc([N+](=O)[O-])cc1)CS(=O)(=O)C2,-6%,2%,-5%,10,-10%,48%[activator],2%,-2%,-8%
COc1cccc(/C=N/NC(=O)Cn2nc([N+](=O)[O-])cc2C)c1,5%,-4%[57.1 µM],-6%,3,-1%,28%,9%[57.1 µM],-5%,-12%
CN(C)c1ccc(C(=O)c2ccccc2C(=O)O)cc1[N+](=O)[O-],-19%,-16%,-4%,-4,9%,13%,-18%,1%,0%
Cc1ccc(NC(=O)CCc2c(C)nn(-c3ccc(N4CCOCC4)nn3)c2C)cc1C,1%,2%,-7%,-5,-4%,11%,15%,i,-21%
CCN(c1ccccc1)S(=O)(=O)c1ccc(Oc2ccc(-n3ccnc3)cc2)nc1,1%,-10%,2%,0,-8%,-6%,4%,-8%,-10%
COc1c(N2CCN(C(=S)NC3CC4CCC3C4)C(C)C2)c(F)cc2c(=O)c(C(=O)O)cn(C3CC3)c12 (centres undefined),2%,4%[57.1 µM],?,-3,-1%,47%[activator],19%[57.1 µM],i,-19%
CCN1C(=O)C(=O)N(CC(=O)c2cc(C)n(C3CC3)c2C)C1=O,-5%,-2%,-1%,1,11%,26%,18%,-6%,-15%
COc1ccc(-c2nnc(SCC(=O)NC(C)C)n2CC2CCCO2)cc1OC (centres undefined),-4%,-6%,-1%,1,2%,35%,1%,0%,1%
CCCCCN(C(=O)CCC(=O)OCCOc1ccccc1Cl)c1c(N)n(CCCC)c(=O)[nH]c1=O,-5%,7%[57.1 µM],31%[activator],4,-2%,11%,22%,-4%,-9%
CCOC(=O)N1CCC(NC(=O)C2CCN(c3ccc(N4CCOCC4)nn3)CC2)CC1,3%,88%[activator],-2%,4,14%,9%,31%,-8%,-10%
CCCC(=O)Nc1sc(C(=O)OC)c(C)c1C(N)=O,10%,5%,2%,2,-21%,-22%,12%,·,-13%
CCCCCC(=O)Nc1nc(C)c(-c2csc(Nc3ccccc3OCC)n2)s1,7%,2%,19%,-2,4%,-12%,18%,i,-42%
Cc1cccc(-c2nnc(SCC(=O)O)n2Cc2ccccc2)c1,4%,-7%,-4%,2,9%,32%,-20%,-9%,-9%
COc1ccc(Br)cc1C=NNS(=O)(=O)c1ccc(C)cc1,4%,·,·,2,23%,·,·,-9%,-16%
Cc1ccc(C)c(OCCN2C(=O)NC3(CCc4ccccc4C3)C2=O)c1 (centres undefined),1%,-2%,-3%,-7,-2%,32%,9%,-10%,-17%
Cc1ccnc(NS(=O)(=O)c2cc(-c3cc(C)no3)ccc2C(C)C)c1,-9%,-9%,3%,-1,1%,16%,-23%,6%,-9%
O=C1c2cccnc2C(=O)N1Cc1ccc(S(=O)(=O)N2CCN(c3ccc(Cl)cc3)CC2)cc1,-13%,3%,31%[activator],-2,5%,21%,11%,2%,-22%
COC(=O)CN1C(C(=O)c2ccccc2)=C(OC(=O)c2ccc(F)cc2)c2ccccc2S1(=O)=O,·,7%,-4%,57,2%,-14%,7%,·,-20%
COc1ccc(NC(=O)/C(N=Nc2cccc(S(=O)(=O)Nc3ccc(SC(F)F)cc3)c2)=C(\C)O)cc1,-1%,-3%,-8%,1,-1%,1%,21%,7%,-11%
Cn1c(CO)cnc1SCc1ccc([N+](=O)[O-])cc1,1%,8%[57.1 µM],0%,-3,8%,0%,26%[57.1 µM],0%,-8%
COCCNC(=O)COC(=O)/C=C/c1cnc2ccccc2n1,0%,-12%,2%,8,-13%,13%,-19%,0%,-5%

# Screening results from PubChem.
